EP2 antag: EP2 receptor (human) inhibition; P43116; C6 glioma cells expressing human EP2, cAMP TR-FRET; cells stimulated with saturating PGE2; actives 0.52% (n = 260,000); inhibition, % at 25 µM;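 active = percent inhibition above 40 after rounding to a whole number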;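 note: rat C6 glioma host cells with rolipram phosphodiesterase inhibitor present; the protocol text gives 20 µM as final concentration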
Target sequence (P43116 whole entry, looked up): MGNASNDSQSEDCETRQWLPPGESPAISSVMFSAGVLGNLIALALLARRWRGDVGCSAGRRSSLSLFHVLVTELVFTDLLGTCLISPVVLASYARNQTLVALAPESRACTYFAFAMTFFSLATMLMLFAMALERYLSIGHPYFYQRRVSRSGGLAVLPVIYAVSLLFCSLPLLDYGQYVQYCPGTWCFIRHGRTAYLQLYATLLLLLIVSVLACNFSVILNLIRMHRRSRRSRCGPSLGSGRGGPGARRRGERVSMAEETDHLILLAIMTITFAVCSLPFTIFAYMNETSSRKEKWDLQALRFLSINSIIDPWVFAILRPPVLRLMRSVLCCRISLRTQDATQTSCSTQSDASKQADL
PPC-1+TRAIL kill: PPC-1 cancer cell killing with TRAIL present. PPC-1 cells + TRAIL, ATPLite viability luminescence. cell killing (% activity), % at 4 µM. actives 0.41% (n = 220,000). AID 1443;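 active = cell killing above 50% in the first pass at 4 µM, then a duplicate retest at 5 µM averaging 50% or more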;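 note: plate controls were cells with TRAIL plus DMSO for no effect and medium-only wells lacking cells for full effect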
CHOP inhibitor: blocks CHOP induction under ER stress. inhibition, % at 10 µM. CHO-K1 CHOP-promoter luciferase, tunicamycin-induced, 15-18 h. actives 3.8% (n = 220,000);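 active = compounds that reduced the stress-induced luciferase reporter signal by more than about 70% of percent inhibition, limit read from the data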;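 note: 0% = tunicamycin plus vehicle and 100% = wells without tunicamycin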
TNF death inh: blocks TNF-alpha induced death of Jurkat FADD-/- cells; Jurkat FADD-/- TNF necroptosis rescue, ATP luminescence, 24 h; 0 = TNF only, 100 = no-TNF cells; activation (protection from cell death), % at 10 µM; actives 0.068% (n = 220,000); AID 463075;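 active = activation, meaning protection from cell death, of at least 50% relative to plate controls; inactive = activation below 50%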;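 note: necroptosis triggered by 40 ng/mL TNF-alpha added together with compound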
FXIIa inh: inhibitors of human coagulation factor XIIa; P00748; purified FXIIa, Boc-QGR-AMC fluorogenic substrate, 2 h; inhibition, % at 5 µM; actives 0.3% (n = 220,000); in the data active = inhibition above about 40%;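 note: 0% = enzyme with no compound and 100% = blank without enzyme; many of its hits are not listed in these tables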
Target sequence (P00748 20-372 limits assumed): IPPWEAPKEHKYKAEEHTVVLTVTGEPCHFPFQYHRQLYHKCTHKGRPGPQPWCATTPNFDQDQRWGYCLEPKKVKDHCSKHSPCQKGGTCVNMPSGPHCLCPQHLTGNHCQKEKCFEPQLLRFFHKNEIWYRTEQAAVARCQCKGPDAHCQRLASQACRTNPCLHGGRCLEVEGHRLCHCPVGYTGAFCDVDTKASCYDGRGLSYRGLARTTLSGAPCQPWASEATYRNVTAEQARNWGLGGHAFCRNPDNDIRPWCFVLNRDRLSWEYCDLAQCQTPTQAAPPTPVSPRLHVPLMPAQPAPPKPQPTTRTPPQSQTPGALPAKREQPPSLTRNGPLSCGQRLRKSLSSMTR
Target sequence (P00748 373-615 limits assumed): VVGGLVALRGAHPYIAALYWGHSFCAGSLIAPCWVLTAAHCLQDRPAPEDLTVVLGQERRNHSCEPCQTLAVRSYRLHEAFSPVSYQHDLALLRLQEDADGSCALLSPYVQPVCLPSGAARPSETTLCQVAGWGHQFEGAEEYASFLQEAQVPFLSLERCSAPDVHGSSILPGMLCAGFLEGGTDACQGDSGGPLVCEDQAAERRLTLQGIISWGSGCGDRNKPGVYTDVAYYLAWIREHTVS
zVAD death inh: blocks zVAD induced death of L929 cells. L929 zVAD necroptosis rescue, ATP luminescence, 24 h; with zVAD 60 µM. viability rescue, % at 10 µM. actives 0.38% (n = 220,000). AID 1377;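 active = activation, scaled between plate controls, above about 75%, limit read from the data; inactive = activation under that limit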;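 note: 0% = zVAD with DMSO and 100% = DMSO alone without zVAD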
FXIa inh: blocks human coagulation factor XIa protease activity. P03951. purified FXIa, Boc-Glu-Ala-Arg-AMC fluorogenic substrate. inhibition, % at 5 µM. actives 0.14% (n = 220,000). AID 798;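 active = inhibition of at least 40%; inactive = inhibition below 40%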;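 note: fluorescence of freed AMC excited at 355 nm; 0% = enzyme without compound and 100% = no enzyme blank; many of its hits are not listed in these tables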
TbHK1 inh: blocks Trypanosoma brucei hexokinase 1 activity. recombinant TbHK1, G6PDH-coupled NADH A340. inhibition, % at 10 µM. actives 0.11% (n = 220,000);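 active = inhibition of 50% or more in the single-dose primary screen; inactive = inhibition below 50%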
Wee1 stabilizer: human Wee1 degradation inhibition, primary screen; P30291; HeLa Luc-Wee1K328M stability, luciferase luminescence; 100% = proteasome inhibitor MG132 effect; reporter increase, % at 5 µM; actives 1.2% (n = 220,000); AID 1321;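 active = activation above the mean of all tested compounds plus 3 SD, set per screening run, cut at about 8.8% in these data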;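 note: cells exposed to compound for 20 h before luminescence read; 0% = DMSO alone and 100% = MG132 at 30 µM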
The depositor's hits bear a star; / = not tested or not shown; & = joins results of further samples. An excerpt; count on the stated rates, not on these rows.

SMILES	EP2 antag	PPC-1+TRAIL kill	CHOP inhibitor	TNF death inh	FXIIa inh	zVAD death inh	FXIa inh	TbHK1 inh	Wee1 stabilizer
N=c1n(Cc2ccccc2)c2ccccc2n1CC(O)c1ccco1 (stereo not given)	12	26	44	1.1	9	-0.3	4	1	-1
CN1C2C=C3C(C#N)=C(N)C(C#N)(C#N)C(c4ccc(Br)cc4)C3C1CC2 (stereo not given)	14	0	23	-5.4	9	-1.4	1	-4	0
COC(=O)c1ccc(NC(=O)c2ccc(F)cc2)o1	11	14	-18	-11	9	0.1	2	-9	0
CCOc1ccc(C(C)NC(=O)CCC(=O)O)cc1 (stereo not given)	-1	38	0	0.8	8	0.0	-3	0	-2
CC(=O)CCc1c[nH]c2c(C(=O)O)cccc12	11	-5	21	0.0	-2	0.1	-4	0	0
COc1ccc(C2=NN(Cc3c(F)cccc3Cl)C(=O)CC2)cc1	9	13	14	-1.1	-2	0.8	9	5	-3
CCOC(=O)C1CCN(C(=O)N(C)C)CC1	5	11	-8	-0.7	13	0.0	6	-8	1
Cc1ccc(N2C(=O)[C@@H]3C(C(=O)C(c4ccccc4)c4ccccc4)=NN[C@@H]3C2=O)cc1	31	4	21	-0.5	6	0.7	-2	-9	0
Cc1cccc(C)c1NC(=O)/C(C#N)=C/c1ccsc1	13	25	8	-2.1	14	-0.9	8	-38	-3
CCOc1cc(S(=O)(=O)n2cnc(C)c2)ccc1Cl	9&5	44	9	-0.2	5	-0.7	1	3	4
C=CCSc1nnc(NC(=O)c2cn(CC)c3nc(C)ccc3c2=O)s1	11	7	-4	1.1	/	0.1	-7	-20	1
O=C(N/N=C/c1ccc(OCCCF)cc1)c1ccc(C(F)(F)F)cc1	2	8	4	-0.6	5	9.4	-3	-7	-4
CC1CCN(C2=C(NS(=O)(=O)c3ccc(Cl)cc3)C(=O)c3ccccc3C2=O)CC1	1	7	50	-2.5	15	-0.4	-1	-5	2
Cn1c(=O)c2cc(S(=O)(=O)NC(C(=O)NCc3ccccn3)c3ccccc3)ccc2n(C)c1=O (stereo not given)	12	20	37	-1.0	15	0.2	-7	-11	0
COc1cc(/C=N/NC(=O)c2cnn3c(C)cc(-c4ccccc4)nc23)ccc1O	15	-9	16	-16	15	0.4	1	-3	-3
CC(=O)c1c(N2CCOCC2)nc2ccc(Br)cc2c1-c1ccccc1	8	-6	-17	-0.3	6	0.7	1	-1	-2
CC(=O)Nc1cc(OC(=O)c2ccco2)cc(OC(=O)c2ccco2)c1	11	16	0	0.1	34	0.8	37	10	-2
O=C(CCC(=O)c1cccs1)OCC(=O)N1CCN(C(=O)c2ccco2)CC1	8	19	13	-0.2	5	0.9	1	-5	0
CCCC(=O)Nc1cc(C)c2c(=O)oc3ccccc3c2n1	15	8	16	3.7	14	-0.6	6	-17	/
CCOC(=O)C1=C(CC)OC(N)=C(C#N)C1c1ccc(NC(C)=O)cc1 (stereo not given)	8	14	3	1.5	7	/	-2	-15	3
N#CC12CCCCC1CC1CCCCC1(C#N)N2Cc1cccnc1 (stereo not given)	9	7	/	1.2	-11	3.1	0	2	-2
COC(=O)C(=Cc1ccccc1[N+](=O)[O-])C(=O)OC	6	10	24	-18	9	0.1	-4	-7	2
CCCN1CC(O)=C(C#N)C1=O	3	12	3	1.3	6	1.2	-4	2	5
COc1ccccc1CNC(=O)/C=C/c1ccc(S(=O)(=O)N2CCOCC2)cc1	5	24	-7	1.7	9	1.4	-7	2	0
O=C(/C=C/c1cc2ccccc2o1)c1ccccc1O	6	-14	-6	-1.4	2	1.5	1	-12	2
CCC[C@@H]1C[C@@]1(CCC)[C@@H](NP(=O)(c1ccccc1)c1ccccc1)c1ccc(C(=O)OC)cc1	11	8	-4	-3.9	14	0.4	8	13	-1
Cc1ccc(Nc2nc(N)nc(CSC(=S)N3CCOCC3)n2)c(C)c1	5	8	-7	0.8	3	-0.2	5	-7	4
O=C(O)C1CCCCC1C(=O)Nc1ccc2c(c1)CCC2 (stereo not given)	12	6	10	-2.3	13	-0.2	-1	2	2
CC1CCCCN1C(=O)Cc1ccc(Cl)cc1 (stereo not given)	9	13	6	7.4	-12	-1.2	2	2	5
O=C(O)CCCNC(=O)c1cncc(O)c1	6	4	-3	0.7	-10	0.2	0	-1	3

Already shown: entries from further up.
SMILES	EP2 antag	PPC-1+TRAIL kill	CHOP inhibitor	TNF death inh	FXIIa inh	zVAD death inh	FXIa inh	TbHK1 inh	Wee1 stabilizer
CCCC(=O)Nc1cc(C)c2c(=O)oc3ccccc3c2n1	15	8	16	3.7	14	-0.6	6	-17	/
CCOC(=O)C1=C(CC)OC(N)=C(C#N)C1c1ccc(NC(C)=O)cc1 (stereo not given)	8	14	3	1.5	7	/	-2	-15	3
N#CC12CCCCC1CC1CCCCC1(C#N)N2Cc1cccnc1 (stereo not given)	9	7	/	1.2	-11	3.1	0	2	-2
COC(=O)C(=Cc1ccccc1[N+](=O)[O-])C(=O)OC	6	10	24	-18	9	0.1	-4	-7	2
CCCN1CC(O)=C(C#N)C1=O	3	12	3	1.3	6	1.2	-4	2	5
COc1ccccc1CNC(=O)/C=C/c1ccc(S(=O)(=O)N2CCOCC2)cc1	5	24	-7	1.7	9	1.4	-7	2	0
O=C(/C=C/c1cc2ccccc2o1)c1ccccc1O	6	-14	-6	-1.4	2	1.5	1	-12	2
CCC[C@@H]1C[C@@]1(CCC)[C@@H](NP(=O)(c1ccccc1)c1ccccc1)c1ccc(C(=O)OC)cc1	11	8	-4	-3.9	14	0.4	8	13	-1
Cc1ccc(Nc2nc(N)nc(CSC(=S)N3CCOCC3)n2)c(C)c1	5	8	-7	0.8	3	-0.2	5	-7	4
O=C(O)C1CCCCC1C(=O)Nc1ccc2c(c1)CCC2 (stereo not given)	12	6	10	-2.3	13	-0.2	-1	2	2
CC1CCCCN1C(=O)Cc1ccc(Cl)cc1 (stereo not given)	9	13	6	7.4	-12	-1.2	2	2	5
O=C(O)CCCNC(=O)c1cncc(O)c1	6	4	-3	0.7	-10	0.2	0	-1	3

(listing goes on)
SMILES	EP2 antag	PPC-1+TRAIL kill	CHOP inhibitor	TNF death inh	FXIIa inh	zVAD death inh	FXIa inh	TbHK1 inh	Wee1 stabilizer
COc1cccc(-n2nnnc2SCC(=O)c2cc(OC)ccc2OC)c1	9&9	3	31	1.5	-3	-0.8	-2	-3	-1
CCCCOC(=O)c1ccc(NC(=S)NC(=O)c2c(Br)c(C)nn2C)cc1	4	9	-9	1.4	1	0.0	1	-6	6
O=C(CSc1cccc[n+]1[O-])N1CCc2ccccc21	8	20	2	-1.1	10	-0.2	2	-12	0
CCC(SC1=N/C(=C/c2ccccc2OC)C(=O)N1c1ccccc1)C(=O)Nc1cc(C)on1 (stereo not given)	-5	20	8	-5.3	16	0.0	3	-1	-2
COc1ccc(CCN(Cc2ccccn2)C(=S)Nc2cccc(SC)c2)cc1OC	7	-4	-2	2.7	3	0.0	-8	3	3
O=C1OCCC1S(=O)(=O)c1ccc2ccccc2c1 (stereo not given)	6	18	-24	-2.2	15	0.5	18	2	4
Cc1c(Br)c(=O)oc2c(C)c(O)ccc12	10	-17	13	0.7	19	0.5	6	-7	0
O=C1OC2(O)C3C4C=CC(C4)C3C(=O)N2c2ccccc21 (stereo not given)	6	4	3	1.7	19	0.6	4	0	5
CC/C(=N/O)c1cnnc(SC)n1	4	24	15	-0.4	-4	-0.5	-12	10	-4
Cc1c(CCOC(=O)c2cccc([N+](=O)[O-])c2)sc[n+]1CC(=O)c1ccccc1	6	1	-14	1.3	9	-2.5	-3	6	3
Cc1[nH]c(=O)c(C#N)c2c1CCCC2	1	0	-11	-1.5	7	0.5	-3	-24	-3
O=C(NCCc1cccs1)C1CC(c2cccc([N+](=O)[O-])c2)=NO1 (stereo not given)	16	13	-2	-1.7	7	-0.3	3	0	-2
CCOC(=O)c1cc(C)n(CCc2ccccc2)c1C	10	2	2	0.1	4	0.4	-3	1	1
CCCCCn1c(CCNC(=O)CCC)nc2ccccc21	9	28	8	0.0	0	0.9	3	-1	-2
COC(=O)c1[nH]c2cccc(OC)c2c1NC(=O)CN1CCN(c2cccc(OC)c2)C(C)C1 (stereo not given)	6	26	18	-9.7	-1	0.3	-4	-18	3
O=C(CN(c1ccc(Cl)c(C(F)(F)F)c1)S(=O)(=O)c1ccccc1)N/N=C/c1cccc2c1OCCO2	/	8	73*	-6.4	10	0.8	1	-15	0
COC(=O)Cn1c(=NC(=O)c2nc3ccccc3s2)sc2cc(S(C)(=O)=O)ccc21	26	23	-83	0.6	10	-0.1	5	-19	-1
CC1CCCN(c2nc3ccccc3nc2C(C#N)S(=O)(=O)c2ccccc2)C1 (stereo not given)	/	16	5	0.1	11	0.8	3	-4	1
COc1ccc(C(C)N2CC34C=CC(O3)C(C(=O)O)C4C2=O)cc1 (stereo not given)	12	12	55	-1.0	15	-0.1	5	-2	1
O=C1CN(C(=O)CSc2nc3ccccc3c(=O)n2CC2CCCO2)c2ccccc2N1 (stereo not given)	3	/	-5	-0.8	0	0.0	9	4	-1
COC(=O)CCCNC(=O)CC1C(=O)NCCN1Cc1ccoc1 (stereo not given)	3	7	30	-0.3	7	0.3	1	0	2
COc1ccc(/C(O)=C2\C(=O)C(=O)N(Cc3ccco3)C2c2cc(OC)ccc2OC)cc1 (stereo not given)	38	/	30	-0.8	18	1.1	4	-23	5
CCOC(=O)N1C2C=C(C)[C@@H]2[C@@H]2CC(=O)N21 (stereo not given in full)	5	-4	-18	2.7	11	/	8	2	0
CC(C)c1ccccc1NC(=O)Nc1ccc(F)cc1F	8	0	4	3.1	4	1.8	1	-8	2
CCc1ccc(C(=O)CSc2n[nH]c(-c3ccncc3)n2)cc1	10	8	7	-0.1	19	0.6	1	-5	0
CC(C)(C)c1ccccc1OCCOCCNCc1ccccc1	12	22	57	2.4	14	0.4	9	11	-2
CCOc1cc(CNn2c(C)nnc2SCC(=O)NC(C)(C)C)ccc1OCC(=O)NC(C)(C)C	5	26	13	-0.9	7	0.7	1	-5	-1
Cc1cccc(NC(=S)N(CCCN(C)C)Cc2cc3cc4c(cc3[nH]c2=O)OCO4)c1	2	12	-11	5.4	8	0.0	-5	-15	2
CCN1CNC(=S)N(c2cccc(C)c2C)C1	9	-5	4	-0.7	17	-0.1	7	-1	0
O=C(Nc1nc2ccccc2n1CCOc1ccc(Cl)cc1)c1ccco1	12	12	47	0.1	3	0.4	3	-9	1
COCCN(C(=O)CSc1nnc(-c2ccccc2C)n1C)c1c(N)n(Cc2ccccc2)c(=O)[nH]c1=O	6	-7	14	0.1	6	2.3	1	0	6
COc1ccc(N2C(=O)CC(S/C(N)=N/N=C(\C)c3cccs3)C2=O)cc1 (stereo not given)	7	20	2	-0.7	14	0.0	7	-12	-1

High-throughput results deposited in PubChem by several laboratories.
